HDAC3 inhib – inhibitors of human histone deacetylase 3; inhibition, % at 8.3 µM; recombinant HDAC3, fluorogenic peptide/trypsin coupled, fluorescence; 320,000 compounds, 0.15% hits; AID 2718; in the data active = inhibition above about 26%, passing the limit was not always enough; inconclusive = no clear call, values can overlap the other calls
GSK3B inh – inhibitors of human GSK3beta kinase | 300,000 compounds, 0.038% hits | GST-GSK3beta kinase, ADP-Glo luminescence, 60 min; active compounds read low | AID 2097 | activity score (negative = inhibition), % at 10 µM;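 active = more than half of replicate wells score below -50%, meaning over 50% inhibition versus plate controls; inconclusive = some replicates but at most half score below -50%; inactive = no replicate scores below -50%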;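 note: 0% = median DMSO wells and -100% = median GW8510 positive control wells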
Target sequence (P49841 whole entry, looked up): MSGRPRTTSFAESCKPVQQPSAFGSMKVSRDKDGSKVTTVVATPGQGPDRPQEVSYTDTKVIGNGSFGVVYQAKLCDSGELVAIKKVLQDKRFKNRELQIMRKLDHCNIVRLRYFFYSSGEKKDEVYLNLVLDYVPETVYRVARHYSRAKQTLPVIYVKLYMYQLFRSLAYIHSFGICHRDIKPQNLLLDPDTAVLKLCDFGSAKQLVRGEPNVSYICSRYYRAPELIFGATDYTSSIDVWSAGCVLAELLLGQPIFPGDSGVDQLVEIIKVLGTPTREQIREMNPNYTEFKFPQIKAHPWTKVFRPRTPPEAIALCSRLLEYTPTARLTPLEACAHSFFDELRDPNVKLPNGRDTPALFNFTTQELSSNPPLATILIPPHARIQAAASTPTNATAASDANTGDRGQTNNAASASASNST
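Assay system: GST-tagged human GSK3beta kinase, cell-free; Input: 1.6 ng GSK3beta; Medium: Tris/MgCl2 kinase buffer; Timing: 60 min enzyme reaction, room temperature; Signal: ADP-Glo luminescence quantifying ADP generated by kinase; Evaluation: score relative to plate controls; Benchmarks: DMSO neutral wells and GW8510 at 20 µM as positive.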
HSF1 activator – increases HSF-1 driven luciferase reporter signal | NIH3T3-HGL HSF-1 luciferase reporter, MG132, 8 h; 100% = twice DMSO control signal | 300,000 compounds, 1.7% hits | activation, % at 9 µM;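 active = mean replicate activation of at least 50% with a set share of replicates each reaching 50%; inconclusive = only one of those two conditions met; inactive = mean below 50% and too few replicates reaching it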;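 note: 0% = median of the neutral control wells and 100% = twice that signal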
GSK3A inh – human GSK-3 alpha kinase inhibition | 320,000 compounds, 0.1% hits | inhibition, % at 10 µM | AID 2650 | P49840 | ADP-Glo luminescence, 60 min;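 in the data active = inhibition above about 50%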;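 note: GST-tagged GSK-3 alpha with peptide substrate and 25 µM ATP; 0% = DMSO neutral wells and 100% = GW8510 positive control wells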
Target sequence (P49840 whole entry, looked up): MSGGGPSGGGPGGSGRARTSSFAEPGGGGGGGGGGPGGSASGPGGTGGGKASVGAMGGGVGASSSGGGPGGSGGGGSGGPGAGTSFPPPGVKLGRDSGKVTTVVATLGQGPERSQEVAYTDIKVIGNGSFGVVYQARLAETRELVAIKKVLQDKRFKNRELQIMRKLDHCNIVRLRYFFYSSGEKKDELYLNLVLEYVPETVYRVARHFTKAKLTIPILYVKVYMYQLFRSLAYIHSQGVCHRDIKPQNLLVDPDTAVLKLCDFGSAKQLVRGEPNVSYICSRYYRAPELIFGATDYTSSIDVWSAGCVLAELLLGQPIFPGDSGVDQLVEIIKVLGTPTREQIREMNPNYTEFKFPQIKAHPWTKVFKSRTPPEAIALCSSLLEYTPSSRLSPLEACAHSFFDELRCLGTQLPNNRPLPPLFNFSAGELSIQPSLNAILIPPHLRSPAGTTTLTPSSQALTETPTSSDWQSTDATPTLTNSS
Platelet DG rel – modulates dense granule release in human platelets; inhibition, %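 (compounds screened at 7.5 µM in platelet-rich plasma)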; human platelet-rich plasma, SFLLRN dense granule ATP release, luminescence; 300,000 compounds, 0.22% hits;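 active = mean replicate score, as percent of positive control, at or above 50; inconclusive = mean below 50 but at least one replicate at or above 50; inactive = mean and every replicate below 50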
AI-2 QS mod – Vibrio harveyi AI-2 quorum sensing modulation. activity change, % at 7.5 µM. 300,000 compounds, 0.4% hits. Vibrio harveyi JMH597 AI-2 luminescence/OD600 ratio, 9 h; active compounds read low; strain lacks LuxN and CqsS sensors; 0 = neutral-control median; in the data active = activity change below about -75%, passing the limit was not always enough; inconclusive = no clear call, values can overlap the other calls;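 note: luminescence divided by OD600 gain over 9 h not by final OD600 alone; inactives centre near 13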
HSP90 inh – inhibitors of HSP90 luciferase refolding in rabbit reticulocyte lysate | luciferase refolding luminescence, 3 h | inhibition, % at 5.6 µM | AID 1789 | 290,000 compounds, 0.91% hits;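 active = inhibition above the screen-wide mean plus 3 SD, computed separately per campaign, cut at about 16% in these data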;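 note: 0% = DMSO wells and 100% = 60 µM geldanamycin wells; inhibitors lower the luminescence because luciferase stays unfolded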
DYRK1A inh – Dyrk1A (rat) kinase inhibition. Q63470. ADP-Glo luminescence, NFATc1 peptide. inhibition, % at 12.5 µM. 310,000 compounds, 0.43% hits. AID 504441; in the data active = inhibition above about 50%;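 note: plate controls were vehicle with enzyme for no effect and no enzyme for full effect; many of its hits are not listed in these tables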
PolyA inhibitor – inhibitors of polyadenylation in S. cerevisiae; S. cerevisiae SKY197-pL101 polyadenylation reporter, beta-gal luminescence; efflux-impaired pdr1/pdr3 knockout yeast; score 100 = 6 SD above DMSO; calls only at 12 µM; 300,000 compounds, 0.02% hits;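 active = lowest replicate activity score at least 50, where 100 means six control SD above control mean; inconclusive = lowest score under 50 but half or more replicates reach 50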;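 note: yeast exposed to compound for 9 h at 30 °C; higher score means more reporter readthrough which indicates perturbed polyadenylation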
HSF1 inh – HSF1 inhibition | 300,000 compounds, 0.77% hits | activity change, negative = inhibition, % at 7.5 µM (by protocol) | NIH3T3-HGL HSE-luciferase, MG132-induced, luminescence 8 h; active compounds read low;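 active = more than half of replicate wells show activity change below -50%, luminescence cut by over half; inconclusive = some wells, but at most half, below -50%; inactive = no replicate well below -50%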;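 note: luciferase reports HSF-1 transcriptional activity via heat shock element; 0% = median of DMSO wells and -100% = zero luminescence signal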
* hit, by the source's call; i = inactive; ? = inconclusive; · = not tested or not shown. A portion of the library; the hit share may differ from the screen's.

SMILES	HDAC3 inhib	GSK3B inh	HSF1 activator	GSK3A inh	Platelet DG rel	AI-2 QS mod	HSP90 inh	DYRK1A inh	PolyA inhibitor	HSF1 inh
Cc1nc(C#N)c(NCc2ccc3c(c2)OCO3)o1	-3	1	-3	0	9	10	6	-6	i	-9
CCOC(=O)c1ccccc1NC(=O)/C(C)=C/C(=O)O	3	-4	-2	-2	0	4	-2	-2	i	2
COc1ccc(OC2CCN(S(=O)(=O)c3ccc(OC)c(OC)c3)CC2)cc1	-10	2	-4	-2	3	31	1	2	i	0
Cc1ccccc1NC(=O)Cc1nnc(SCC(=O)Nc2ccccc2)n1C	2	-1	-14	-2	19	14	-4	-3	i	-6
Cc1ccccc1C(=O)Nn1cnnc1	-5	0	0	-3	2	9	-5	10	i	-7
O=C(CC1SC(N2CCCCC2)=NC1=O)Nc1cccc(C(=O)Nc2ncccc2O)c1 (centres undefined)	65*	0	-8	-1	9	7	·	-3	i	-5
COC(=O)c1sc(N)c(C(=O)OC)c1COC(=O)c1c(C)noc1C	6	2	-18	2	-5	36	-2	2	i	-12
COc1ccc(CNc2ccc3c(c2)nc(C)n3C)cc1	-5	-17	-33	-1	-2	19	3	4	i	-16
CCCCN(C(=O)CSc1nnc(-c2ccccc2OC)n1C)c1c(N)n(Cc2ccccc2)c(=O)[nH]c1=O	0	1	-11	-1	1	-1	12	0	i	-3
CN(C)S(=O)(=O)N(CC(=O)NCCSCc1ccc(Cl)cc1)c1ccccc1	4	0	1	0	-5	16	-2	6	i	-4
CCOC1OC(=O)C(Cl)=C1Nc1cc(C)ccc1C (centres undefined)	3	1	1	-1	0	5	1	8	i	0
Cn1c(-c2ccccc2)cnc1NCc1ccc(F)cc1	·	-2	13	·	0	4	-1	15	i	3
CS(=O)(=O)Nc1ccc(C(=O)Nc2ccc3ccccc3c2)cc1	-8	3	42	2	-2	6	1	·	i	11
O=C(c1ccccc1Cc1ccccc1)N1CCN(S(=O)(=O)c2ccccc2[N+](=O)[O-])CC1	0	1	0	0	0	24	·	-6	i	4
Cc1ccccc1OCC(=O)OCC(=O)Nc1cc(C(F)(F)F)ccc1N1CCOCC1	-2	0	1	-3	-6	2	2	-6	i	-1
N#Cc1ccccc1OCC(=O)NCC(c1cccs1)N1CCOCC1 (centres undefined)	1	0	-7	-1	-4	12	-2	-1	i	-1
CC(C)CCNC(=O)Nc1ccc2c(c1)N(C)C(=O)CS2	2	-1	21	·	-1	6	-2	22	i	21
COc1ccc(C2=NCCn3nc4cc([N+](=O)[O-])ccc4c32)cc1	2	-2	-74	-3	0	18	·	6	i	-66*
CCc1ccc(OCc2cnc(Cl)s2)cc1	0	2	17	-2	4	8	-3	3	i	9
Cc1cc(C(=O)N/N=C/c2ccccn2)n[nH]1	1	-3	5	1	4	25	1	3	i	2
Cc1ccsc1/C=C(\C#N)C(=O)NCc1cccnc1	1	-1	2	0	10	7	-6	-5	i	7
COc1ccc(NC(=O)N2CCCc3ccccc32)cc1	-2	0	2	·	-3	-5	2	-1	i	3
CCOC(=O)c1nc[nH]c1C	5	-3	-2	-1	-5	16	-5	0	i	-6
Cc1cc(C(=O)NCc2nc(-c3ccccc3)no2)ccc1[N+](=O)[O-]	2	2	6	-2	3	-10	-2	·	i	0
C1CC1Cc1noc(CN2CCN(CC3CC3)CC2)n1	2	3	2	-2	6	11	0	11	i	-6
COc1ccc(CCn2c(=N)c(C(=O)N3CCN(C)CC3)cc3c(=O)n4ccccc4nc32)cc1	-7	-6	-6	1	7	4	0	6	i	-1
CC(C)N(Cc1ccccc1)C(=O)COC(=O)C1CCN(S(=O)(=O)c2ccc3c(c2)OCCO3)CC1	5	1	-13	-1	4	24	·	-7	i	-1
CCCCCCSc1ccc(-c2nc3ccc(C)cn3c2NC2CCCCC2)cc1	-3	1	-9	-1	0	16	·	4	i	5
CC1CCCN(S(=O)(=O)c2ccc(Br)s2)C1 (centres undefined)	-1	-25	-60	-2	2	11	-3	-1	i	?
O=C(COC(=O)Cc1ccc(S(=O)(=O)N2CCCCC2)s1)Nc1ccc2c(c1)OCO2	-4	3	0	-1	-4	31	0	-3	i	10
CCOC(=O)c1nnc(-c2ccc(C)cc2)nc1Oc1ccccc1Cl	8	-5	17	1	-6	-14	2	3	i	5
C=CCc1cccc(/C=N/NC(=O)c2ccccc2Br)c1O	6	-2	3	0	-4	11	-4	3	i	6
O=S(=O)(Cc1ccccc1)N1CCCCCC1	-1	2	-2	-8	28	31	2	1	i	-13
CCCC(=O)Nc1sc2c(c1C(=O)Nc1ccccn1)CCCC2	-3	2	6	-3	2	21	2	·	i	3
Cc1ccc(-c2cnc(-c3ccncc3)o2)cc1	-164	-4	35	3	2	14	-1	33	i	25
COc1ccc(N2CCN(C(=S)NCc3ccc(C)cc3)CC2)cc1	2	-3	9	-1	-4	10	-2	1	i	2
COc1ccccc1CN(C(=O)CNC(=O)c1ccco1)C(C(=O)NCC1CCCO1)c1ccc(OC)c(OC)c1 (centres undefined)	-2	2	-22	0	7	27	-2	-10	i	-8
C/C=C(\C)CN1CCC(Oc2cccc(C(=O)NCc3ccccn3)c2)CC1	6	-1	-14	1	-6	14	-1	-3	i	-5
COc1ccc(NC(=O)c2ccc3c(c2)NC(=O)CS3)cc1S(=O)(=O)Nc1ccc(Br)cc1	-1	0	20	1	9	6	7	-3	i	6
COc1ccc(/C(C)=N/NC(=O)c2ccncc2)cc1	-1	-2	-3	2	-3	2	-1	-5	i	-4
O=C(CCc1ccc(S(=O)(=O)N2CCOCC2)cc1)Nc1ccc2c(c1)OCCO2	-10	3	-16	-1	3	44	-1	5	i	-16
O=C(CSc1ncnc2c1cnn2-c1ccccc1)NCC1CCCO1 (centres undefined)	3	3	-4	-1	-2	13	·	1	i	1
O=C1CCCC(O)=C1N=Nc1cccc(S(=O)(=O)N2CCOCC2)c1	0	-2	-5	3	19	29	0	9	i	3
CC(C)=CC(=O)NCCc1ccccc1	-7	0	28	-4	2	16	3	-1	i	14
COc1ccc(N(C)C(=O)CCS(=O)(=O)c2cccc3nsnc23)cc1	5	-3	5	-1	3	14	1	4	i	-5
COC(=O)C(Cc1ccccc1)NC(=O)CSc1nc(C)cc(=O)[nH]1 (centres undefined)	-1	1	6	-2	15	-9	1	1	i	-1
COc1ccc2[nH]c3c(=O)n(CCc4ccccc4)cnc3c2c1	·	-1	17	-1	-91	9	6	-4	·	10
COc1cc(O)oc1C=Nc1ccc(C(F)(F)F)cc1	9	-1	23	1	-9	16	0	1	i	6
Cc1c(N2C(=O)/C(=C3/C(=O)N(C)c4ccccc43)SC2=S)c(=O)n(-c2ccccc2)n1C	-6	-2	5	-3	-3	22	-1	0	i	0
Cc1ccc2c(c1)NCC(C(=O)NC1CCC(C)CC1)O2 (centres undefined)	-2	0	21	-3	-16	20	-4	1	i	19

The list continues.
SMILES	HDAC3 inhib	GSK3B inh	HSF1 activator	GSK3A inh	Platelet DG rel	AI-2 QS mod	HSP90 inh	DYRK1A inh	PolyA inhibitor	HSF1 inh
CN(NC(=O)c1ccccc1)c1nc2ccccc2nc1C(F)(F)F	-2	-22	-10	-4	2	4	-1	-10	i	-8
CCOc1ccc(NC(=O)CN(c2ccc([N+](=O)[O-])cc2)S(=O)(=O)c2ccccc2)cc1	-3	-1	-3	-2	-1	-7	3	-6	i	-11
CC(C)(C)c1nnc(NC(=S)Nc2ccccc2)s1	-2	1	41	0	2	2	-3	-5	i	20
O=C(c1ccccc1F)N1CCC(O)(c2cccnc2)CC1	0	-3	0	0	5	3	2	-5	i	0
O=c1nc(N2CCOCC2)ccn1-c1nc(-c2ccccc2)sc1-c1ccccc1	-3	2	0	1	1	13	-3	-6	·	7
CCC(C)(C)c1ccc(OCC(=O)Nc2ccncc2)cc1	2	0	13	4	-2	-46	2	7	i	-2
CCOC(=O)c1sc2nc(N3CCCC3)c3c(c2c1N)CC(C)(C)OC3	6	3	0	-2	3	27	-1	9	i	4
CCC(C)CCN1C(Nc2ccccc2)=NC[C@@H]1CC(C)C (some centres undefined)	-7	0	-8	0	-5	20	-6	7	i	3
Cc1cc(C)n2nc(SCC(=O)c3cc(C)n(-c4cc(C)on4)c3C)nc2n1	2	3	·	2	-3	15	-3	1	i	·
CC(=O)Nc1ccc(OS(=O)(=O)c2ccc(Cl)cc2)cc1	6	2	0	2	4	10	-2	-7	i	-1

Record cards, from the list above. Screens in order: HDAC3 inhib	GSK3B inh	HSF1 activator	GSK3A inh	Platelet DG rel	AI-2 QS mod	HSP90 inh	DYRK1A inh	PolyA inhibitor	HSF1 inh
Listed for `CCC(C)(C)c1ccc(OCC(=O)Nc2ccncc2)cc1` = 2	0	13	4	-2	-46	2	7	i	-2
Listed for `CCOC(=O)c1sc2nc(N3CCCC3)c3c(c2c1N)CC(C)(C)OC3` = 6	3	0	-2	3	27	-1	9	i	4

(more compounds)
SMILES	HDAC3 inhib	GSK3B inh	HSF1 activator	GSK3A inh	Platelet DG rel	AI-2 QS mod	HSP90 inh	DYRK1A inh	PolyA inhibitor	HSF1 inh
Cc1ccc2nc(-c3ccncc3)cc(C(=O)N3CCOCC3)c2c1	-8	7	-13	3	6	31	-4	-3	i	-1
CCn1ccc(C(=O)NC2=C(C#N)CCC2)n1	-5	-4	-7	0	·	19	0	0	i	-4
CCc1ccc(C(=O)NC(=S)Nc2ccccc2N2CCOCC2)cc1	3	2	4	0	7	35	-1	-1	i	-3
O=C(/C(C=Nc1cc2c(oc1=O)CCCC2=O)=C(\O)c1ccccc1)c1ccccc1	4	-1	16	-1	-13	13	-2	13	i	22
COc1cc(Cl)c(C)cc1NC(=O)Cn1c(NCCO)nc2ccccc21	-4	-3	·	2	-2	4	1	5	i	·
O=C(/C=C/c1ccc(Br)cc1)Nc1ccc(S(=O)(=O)Nc2ncccn2)cc1	9	0	9	0	-4	0	-1	-20	i	-5
COC(=O)c1ccc(CSc2nnc(CNC(=O)COc3ccc(Cl)cc3)o2)o1	2	2	26	-1	2	14	3	-3	i	6
COc1ccccc1CCNC(=O)CN1C(=O)c2ccccc2S1(=O)=O	6	-1	3	2	-2	1	·	-9	i	-1
O=C(Nc1nc2c(F)cc(F)cc2s1)C1CC1	-1	1	31	-1	0	6	-4	6	i	7
Cc1ccc(OCC(=O)Nc2nnc(S(=O)(=O)N3CCCCC3)s2)cc1	-2	0	9	-2	9	40	5	0	i	0
Cc1ccc(OCC(=O)N(C)CC(=O)Nc2ccc(F)c(F)c2F)cc1	-1	3	2	1	-7	8	·	5	i	-4
O=C(NNC(=O)c1ccccc1Br)c1ccc2nc[nH]c2c1	1	-1	-6	-3	-3	-5	2	8	i	1
CC(OC(=O)C1CC(=O)N(Cc2ccccc2)C1)C(=O)Nc1ccccc1[N+](=O)[O-] (centres undefined)	·	1	8	·	-16	33	·	-4	i	-4

Screening data deposited in PubChem BioAssay by several laboratories.
